Siah-1 displacement: Siah-1 peptide-binding antagonists, primary screen, biochemical, fluorescence polarization, rhodamine-plectin, uHTS (AID 1817). Siah-1 / rhodamine-plectin peptide fluorescence polarization; higher % means a stronger effect. one-dose displacement, % at 20 µM; IC50 in µM for titrated hits. 290,000 tested, 0.02% active;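 active means displacement of at least 50% at 20 µM, with a fluorescence ratio check between 0.3 and a set limit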;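 further: plate controls were Siah plus tracer with DMSO for no effect and tracer alone without Siah for full effect; strong numbers were not always called active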
HIV fusion peptide: inhibitors of HIV fusion peptide binding, primary screen, biochemical, uHTS, fluorescence dequenching (AID 1986); cell-free peptide binding, fluorescence dequenching, 30 min; higher % means a stronger effect; inhibition, % at 20 µM; hits with a dose series show IC50 in µM; 290,000 tested, 0.3% active; in the data active means inhibition mostly above about 52%, no sharp cut-off; inactive means mostly below about 76%; further: some results filed as inactive read as strong as hits
GPR55 activation: selective activators of receptor GPR55 – imaging, U2OS cells, beta-arrestin-GFP redistribution, primary screen (AID 1961); U2OS GPR55 beta-arrestin-GFP redistribution imaging; higher % means a stronger effect; 290,000 tested, 0.048% active; one-dose activation, % at 10 µM; EC50 in µM for titrated hits;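 active means activation above 40% with more than 50 cells counted in the well; inconclusive means wells holding fewer than 50 cells, flagged as toxic or sparse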;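 further: U2OS osteosarcoma cells stably expressing GPR55 and beta-arrestin-GFP; plate controls were DMSO negative control for no effect and LPI positive control for full effect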
GPR55 LPI antagonism: GPR55 antagonists blocking LPI-driven arrestin recruitment, primary screen, imaging, U2OS, beta-arrestin-GFP, LPI agonist (AID 2013) | one-dose inhibition, % at 10 µM; IC50 in µM for titrated hits | 290,000 tested, 0.13% active | U2OS GPR55 beta-arrestin-GFP translocation imaging, LPI antagonism; higher % means a stronger effect;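 active means spots per cell inhibited over 60%, with over 100 cells counted and total cytoplasm intensity under 500,000; inconclusive means wells with under 100 cells, flagged as likely toxic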;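 further: U2OS cells stably carrying GPR55 and arrestin-GFP stimulated by 5 µM LPI near EC80; imaged beta-arrestin-GFP aggregate spots per cell after agonist stimulation; plate controls were LPI-stimulated DMSO wells for no effect and DMSO wells without LPI for full effect; some results filed as inactive read as strong as hits; confirmed hits need IC50 under 10 µM and bright autofluorescent wells are also inconclusive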
K1F lysis inhibition: protection from phage-mediated lysis, alamar blue read-out – E. coli UTI89, K1F phage, bacterial capsule biogenesis inhibitors (AID 488966) | E. coli UTI89 K1F phage lysis, alamar blue, 2 h; higher % means a stronger effect | inhibition, % at 100 µM; hits with a dose series show IC50 in µM | 340,000 tested, 0.02% active;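 active means phage lysis inhibition, versus mean bacterial control, above a set limit; inconclusive means no clear call, values can overlap the other calls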;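 further: capsule biogenesis inhibitors block K1F phage lysis so surviving cells raise fluorescence; higher fluorescence means more inhibition of phage lysis; actives were called in the ten point dose series up to 300 µM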
NS5 inhibitors: flavivirus cap methylation enzyme inhibition – biochemical, confirmation dose response, primary screen (AID 588689); inhibition, % at 25 µM, or IC50 in µM where a hit was titrated; Dengue-2 NS5 methyltransferase capping enzyme assay, biochemical; higher % means a stronger effect; 340,000 tested, 0.3% active; in the data active means a potency from the dose series; inconclusive means inhibition above about 29% without an active follow-up result
NTR1 ag: NTR1-driven beta-arrestin-GFP spot formation – imaging, U2OS cells, high content, primary screen (AID 493036); agonist mode; P30989; activation, % at 20 µM; 330,000 tested, 0.17% active;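 active means activation at or above 40% of the spot to cytoplasm intensity ratio, with at least 20 cells analyzed; inconclusive means wells under 20 cells, flagged as cytotoxic or low count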;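 further: 0% = DMSO without peptide and 100% = 100 nM NTR1 peptide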
Target sequence (P30989 whole entry, looked up): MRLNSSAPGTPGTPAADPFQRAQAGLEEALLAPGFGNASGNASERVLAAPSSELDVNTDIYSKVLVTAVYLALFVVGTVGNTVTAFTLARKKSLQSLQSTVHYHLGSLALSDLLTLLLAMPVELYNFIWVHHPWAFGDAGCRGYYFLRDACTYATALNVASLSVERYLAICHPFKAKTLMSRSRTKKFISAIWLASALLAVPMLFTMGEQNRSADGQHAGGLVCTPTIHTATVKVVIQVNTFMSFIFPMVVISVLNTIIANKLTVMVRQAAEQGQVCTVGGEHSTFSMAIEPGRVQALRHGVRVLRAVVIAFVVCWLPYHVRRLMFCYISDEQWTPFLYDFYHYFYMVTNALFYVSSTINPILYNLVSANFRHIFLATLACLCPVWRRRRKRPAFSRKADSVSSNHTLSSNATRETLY
GPR35 arrestin U2OS: GPR35 antagonists blocking zaprinast-driven arrestin recruitment, primary screen, imaging, U2OS, beta-arrestin-GFP, zaprinast agonist (AID 2058); U2OS GPR35 beta-arrestin-GFP translocation imaging, zaprinast antagonism; higher % means a stronger effect; inhibition, % at 10 µM, or IC50 in µM where a hit was titrated; 290,000 tested, 0.052% active;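 active means inhibition of at least 50% with at least 30 cells and total cytoplasm GFP at most 10,000,000; inconclusive means under 30 cells or total GFP of 10,000,000 plus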
AID2073: inhibitors of Mint1-CaV2.2 protein interaction, biochemical, HTRF (AID 2073) | HTRF protein-protein interaction, Mint1-CaV2.2; higher % means a stronger effect | inhibition, % at 20 µM; hits with a dose series show IC50 in µM | 290,000 tested, 0.19% active; in the data active means inhibition mostly above about 51%, no sharp cut-off; inconclusive means no clear call, values can overlap the other calls; inactive means mostly below about 53%; further: some results filed as inactive read as strong as hits
NTR1 ag cell count 20 µM: also measured in NTR1 ag; calls as there; cell count; measured here: cell count, cytotoxicity flag
NS5 inhibitors pilot replicate: second read-out of NS5 inhibitors, no call of its own (marks repeat the call); inhibition, %; measured here: pilot screen replicate inhibition
Active calls of the source: *; ? = inconclusive; . = no result given; [ ] = remark or other dose. The order is random; any-hit rate near 1.2%.

SMILES	Siah-1 displacement	HIV fusion peptide	GPR55 activation	GPR55 LPI antagonism	K1F lysis inhibition	NS5 inhibitors	NTR1 ag	NTR1 ag cell count 20 µM	GPR35 arrestin U2OS	AID2073	others
CCOc1ccc(NC(=S)N(Cc2ccc(N(C)C)cc2)Cc2ccco2)cc1	-5%	-1.8%	-0.1%	-24%	0.1%	6%	1.6	86	18%	?
Cc1c(Cl)c([N+](=O)[O-])nn1CCCC(=O)N1CCN(c2ccccc2)CC1	-1%	-2.5%	-0.1%	-5%	4.7%	-3%	1.3	51	2%	2%
O=C(CSc1ccccn1)Nc1cccc([N+](=O)[O-])c1	10%	1.4%	0.7%	10%	-0.1%	-9%	-0.8	87	11%	-8%
O=C(COC(=O)c1ccccn1)c1cccc(Br)c1	2%	1.0%	0.0%	-4%	0.2%	-6%	0.5	73	-10%	2%
COc1cc(C(=O)N2CCCc3ccccc32)cc(OC)c1OC	-4%	-0.1%	2.4%	-4%	-0.6%	-4%	-1.3	61	-15%	0%
Cc1cc(NC(=O)COC(=O)CCS(=O)(=O)c2ccc(Cl)cc2)no1	11%	1.1%	0.3%	-2%	0.1%	-2%	0.9	44	1%	3%
O=C(Nc1cc(-c2ccccc2)[nH]n1)c1ccccc1F	1%	1.1%	-0.2%	8%	.	.	0.3	48	-3%	4%
CC(Oc1ccc(Cl)cc1Cl)/C(N)=N/O (configuration not stated)	-3%	0.4%	0.5%	-6%	-0.4%	-7%	0.8	68	19%	-14%
COc1ccccc1CN(C(=O)CNC(=O)c1ccco1)C(C(=O)NCC1CCCO1)c1ccc(OC)c(OC)c1 (configuration not stated)	2%	0.4%	0.0%	-13%	-0.4%	5%	1.3	50	-7%	8%
CC(C)c1cc2c(c(O)c1O)[C@@]13CCCC(C)(C)C1CC2OC3=O (some centres not stated)	-1%	25%	-0.1%	-12%	5.0%	84µM*	-0.3	96	-1%	14%
Cc1cc(C)cc(C(=O)NCC(=O)N2CCN(C(c3ccccc3)c3ccccc3)CC2)c1	10%	0.6%	-0.1%	-15%	0.6%	-2%	4.7	41	-2%	-4%
Clc1cc(Cl)c2nc(N3CCOCC3)sc2c1	9%	-1.0%	0.6%	4%	0.8%	-3%	-1.8	81	-8%	5%
O=C(COC(=O)/C=C/C(=O)N1CCN(c2ccccc2)CC1)NC(c1ccccc1)c1ccccc1	-9%	-2.2%	-0.3%	-12%	-0.1%	-11%	1.1	54	-2%	7%
N/C(=N\OS(=O)(=O)c1cc(Cl)ccc1Cl)c1ccncc1	1%	-0.8%	-0.2%	5%	0.7%	3%	0.0	64	7%	-16%	NS5 inhibitors pilot replicate=0.9
C=CCc1cccc(/C=N/NC(=O)c2ccccc2Br)c1O	5%	-1.9%	-0.5%	-5%	0.3%	-4%	7.1	86	7%	18%
COc1cc(OC)cc(C2C(C#N)=C(N)Oc3n[nH]c(-c4cccnc4)c32)c1 (configuration not stated)	0%	1.0%	-0.2%	-25%	6.2%	0%	1.5	41	-6%	28%
COc1ccccc1N1CCN(C(=O)Nc2cccc(C)c2)CC1	2%	-1.8%	-0.3%	0%	0.3%	.	-0.9	70	1%	42%
CCn1cc(C(=O)OC)c(=O)c2cc(S(=O)(=O)N(C)C3CCCCC3)ccc21	-4%	-0.7%	-0.6%	-2%	-0.3%	-4%	-0.7	31	17%	-2%
COc1ccc(N2CCN(S(=O)(=O)CCNC(=O)C3CCCCC3)CC2)cc1	-4%	0.6%	-0.1%	4%	0.3%	-4%	0.2	75	17%	3%
CCc1ccc(S(=O)(=O)Nc2cc3c(cc2C)n(C)c(=O)n3C)cc1	-2%	1.1%	-0.1%	-18%	-0.2%	1%	0.4	55	33%	-2%
COc1ccc(NC(=O)CCN2CCN(S(=O)(=O)c3cc(Cl)ccc3OC)CC2)cc1	6%	-0.7%	0.5%	8%	9.7%	-3%	0.0	63	4%	-1%
COc1cc(C(=O)OC(C)CN2CCCC2)cc(OC)c1OC (configuration not stated)	5%	-1.7%	-0.1%	17%	0.3%	-9%	2.2	61	-12%	3%
CCCCCC(=O)Nc1nc(C)c(-c2csc(Nc3cc(OC)ccc3OC)n2)s1	1%	2.8%	0.3%	-12%	1.7%	-9%	9.2	91	-1%	-2%
CC(=O)Nc1ccc(Nc2ncnc3c2nnn3Cc2ccccc2Cl)cc1	2%	0.7%	-0.1%	-3%	0.2%	-11%	1.5	66	0%	4%
O=C(O)CCNc1nc(-c2ccccc2)nc2ccccc12	-3%	1.8%	0.2%	-13%	0.3%	-10%	-0.4	54	3%	8%

In the list so far, these have a furan ring, fused or not:
SMILES	Siah-1 displacement	HIV fusion peptide	GPR55 activation	GPR55 LPI antagonism	K1F lysis inhibition	NS5 inhibitors	NTR1 ag	NTR1 ag cell count 20 µM	GPR35 arrestin U2OS	AID2073	others
CCOc1ccc(NC(=S)N(Cc2ccc(N(C)C)cc2)Cc2ccco2)cc1	-5%	-1.8%	-0.1%	-24%	0.1%	6%	1.6	86	18%	?
COc1ccccc1CN(C(=O)CNC(=O)c1ccco1)C(C(=O)NCC1CCCO1)c1ccc(OC)c(OC)c1 (configuration not stated)	2%	0.4%	0.0%	-13%	-0.4%	5%	1.3	50	-7%	8%

New compounds follow:
SMILES	Siah-1 displacement	HIV fusion peptide	GPR55 activation	GPR55 LPI antagonism	K1F lysis inhibition	NS5 inhibitors	NTR1 ag	NTR1 ag cell count 20 µM	GPR35 arrestin U2OS	AID2073	others
Cc1ccccc1NC(=S)NCc1ccc2c(c1)OCO2	-1%	-3.1%	-0.1%	-4%	-0.1%	-5%	-1.3	60	7%	-6%
CCOC(=O)c1c(NC(=O)c2cccs2)sc2c1CC(C)(C)OC2	-2%	1.8%	-0.2%	-9%	0.0%	-11%	12	46	4%	21%
Cc1ccc(-c2nc(CS(=O)(=O)CC(=O)NCc3ccc4c(c3)OCO4)c(C)o2)cc1	1%	3.7%	-0.2%	14%	0.3%	-6%	-0.9	61	-11%	11%
O=C(Nc1nccs1)NC(C(F)(F)F)C(F)(F)F	-3%	67%	-0.1%	5%	1.2%	3%	0.1	49	0%	-3%
CCN1CCn2c3c(c4cccc(C)c42)CCCC31 (configuration not stated)	-1%	-1.1%	-0.4%	2%	0.3%	0%	-0.3	56	14%	?	NS5 inhibitors pilot replicate=0.3
CC(C)=CCN1CCN(Cc2ccc(Sc3nncn3C)o2)CC1CCO (configuration not stated)	17%	-1.0%	0.1%	5%	0.3%	-4%	-0.9	76	2%	4%
Cn1cc(C(=O)c2ccc(F)cc2)cc1-c1nc2ccccc2n1C	5%	1.4%	-0.1%	5%	0.2%	-12%	0.6	81	-23%	2%
Cc1csc(NC(=O)CSc2ncc(-c3ccccc3)[nH]2)n1	6%	-1.8%	0.9%	-2%	1.0%[50 µM]	-5%	1.4	77	7%	-6%
COC(=O)c1c(NC(=O)COC(=O)CCS(=O)(=O)c2ccc(C)cc2)sc(C)c1C	11%	-0.9%	-0.2%	-2%	0.5%[50 µM]	-2%	3.1	56	2%	13%
C=CCn1c(Cc2ccccc2)nc2c(cnn2-c2ccccc2)c1=O	3%	0.8%	0.0%	3%	-0.3%	-6%	12	99	6%	6%
CCC(C)NS(=O)(=O)c1ccc(S(=O)(=O)N(CC(=O)Nc2ccccc2)CC2CCCO2)cc1 (configuration not stated)	6%	-0.2%	0.0%	-1%	-0.1%	0%	-0.3	51	-10%	50%
O=C(O)/C(=C\c1cn(-c2ccccc2)nc1-c1ccc(Cl)cc1)NC(=O)c1ccccc1	0%	26%	0.0%	17%	0.1%	5%	3.3	50	-14%	-2%
COc1ccc(N2CC(C(=O)Nc3ccc(S(=O)(=O)N4CCCCC4)cc3)CC2=O)cc1 (configuration not stated)	-2%	-0.8%	-0.1%	7%	-0.2%	-8%	1.0	112	7%	-4%
COC(=O)c1ccc(NS(=O)(=O)c2cc(-c3cc(C)no3)ccc2OC)cc1	5%	2.0%	0.1%	0%	-0.1%	-5%	0.4	74	-12%	10%
Cc1cc2oc(=O)sc2cc1NS(=O)(=O)c1cccc2cccnc12	5%	-0.7%	0.0%	10%	0.6%	2%	-1.4	42	7%	-1%
C/C(=N/Nc1ccc(Cl)cc1)c1cnnc(-c2ccccc2)n1	2%	1.0%	-0.2%	14%	-0.3%	-9%	1.9	39	4%	26%
CC(=O)Nc1ccc(C(=O)OCC(=O)NCc2ccccc2)cc1	5%	-0.7%	-0.2%	1%	-0.5%	-2%	2.0	38	6%	2%
CC(C)c1ccc(Cc2nnc(NCCCO)[nH]c2=O)cc1	3%	-0.4%	-0.1%	-20%	0.0%	-3%	0.5	48	-3%	-7%
CCn1ccnc1CN(C)C(=O)c1cc(COc2ccccc2SC)on1	7%	3.3%	-0.1%	5%	-0.4%[50 µM]	1%	0.9	58	3%	13%
COc1ccc(CNC(=O)CC23CC4CC(CC(C4)C2)C3)cc1	0%	0.0%	-0.2%	1%	-0.1%	-1%	0.3	44	2%	-7%
CCOC(=O)N1CCN(C(=O)c2cc(OC)c(OC)c(OC)c2)CC1	9%	-0.2%	0.2%	-12%	1.4%	-2%	0.7	68	11%	2%
CNC(=O)COc1coc(CN2CCN(c3ccc(F)cc3)CC2)cc1=O	0%	1.3%	-0.1%	6%	0.2%	-2%	-1.0	63	5%	22%
CN(CC(=O)NCc1ccco1)S(=O)(=O)c1ccc(F)cc1	-2%	-1.2%	0.7%	-4%	-0.3%	4%	0.3	35	15%	1%
CCN(CC)C(=O)Cn1nnc(-c2ccc(C)o2)n1	3%	1.1%	0.2%	4%	-0.1%	-5%	1.0	60	15%	31%
O=C(C1CCCN1S(=O)(=O)c1cccc2nsnc12)N1CCN(c2ccccc2)CC1 (configuration not stated)	-3%	-0.6%	-0.2%	-1%	5.0%	-9%	-0.1	58	8%	8%
Cc1ccc(S(=O)(=O)N(C)CC(=O)NCCCn2ccnc2)cc1	9%	-0.5%	-0.1%	6%	0.3%	-5%	-0.3	53	-1%	4%
CCN1CC=C2C(C#N)=C(N)C(C#N)(C#N)[C@H](c3ccoc3)[C@H]2C1	7%	133%	-0.1%	?	-0.7%	?	-3.4	53	67%*	9%
COc1ccc(CCN2C(=O)c3[nH]nc(-c4ccccc4O)c3C2c2cccc(Cl)c2)cc1 (configuration not stated)	5%	67%	0.4%	5%	0.3%	-3%	35	50	-12%	-14%
O=C(O/N=C1\C(=O)N(c2ccccc2)c2ccccc21)C1CC1	2%	0.5%	-0.3%	14%	-2.3%	-1%	0.7	46	-20%	4%

Source: PubChem BioAssay
